Bioassay records deposited in PubChem by several laboratories.
KCNK3 inh = human KCNK3 channel inhibition, primary screen. CHO-KCNK3 thallium flux, FluxOR fluorescence; stronger effect = lower value. 0.84% of 340,000 active. B-score at 10 µM. O14649. AID 602410;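 active = B-score under library mean minus 4 SD, starting fluorescence ratio at most library mean plus 5 SD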;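 also: more negative B-score means stronger inhibition of thallium flux through KCNK3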
Target sequence (O14649 whole entry, looked up): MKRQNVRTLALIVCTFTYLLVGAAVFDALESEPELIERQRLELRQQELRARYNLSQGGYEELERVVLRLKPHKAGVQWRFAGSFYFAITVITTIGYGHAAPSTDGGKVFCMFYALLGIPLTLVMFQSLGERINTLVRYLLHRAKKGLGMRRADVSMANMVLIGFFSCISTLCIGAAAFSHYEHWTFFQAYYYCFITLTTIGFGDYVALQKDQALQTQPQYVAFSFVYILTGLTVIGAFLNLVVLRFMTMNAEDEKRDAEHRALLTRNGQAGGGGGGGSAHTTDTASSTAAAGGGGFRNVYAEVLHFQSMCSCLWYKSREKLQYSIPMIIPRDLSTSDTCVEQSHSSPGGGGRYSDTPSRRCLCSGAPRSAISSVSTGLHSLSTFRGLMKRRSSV
TRPC4 act = opens the mouse TRPC4 cation channel | HEK293 TRPC4beta/mu-opioid, Fluo4 calcium fluorescence; stronger effect = higher value | B-score at 10 µM | 0.49% of 310,000 active;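 active = B-score above 5 SD of library B-scores, and initial fluorescence ratio not above library mean plus 5 SD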;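 also: positive B-score marks a calcium rise read as TRPC4 activation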
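System – HEK293 cells stably co-expressing mouse TRPC4beta and mu-opioid receptor · Signal – Fluo4 calcium-sensitive dye fluorescence, kinetic, 1 Hz baseline · Benchmarks – buffer (low) and maximal DAMGO (high) · Read-out – B score of integrated fluorescence ratio per well · Incubation – dye loading 45 min room temperature, 110 s kinetic read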
DYRK1A inh = blocks rat Dyrk1A kinase activity | Q63470 | ADP-Glo luminescence, NFATc1 peptide | inhibition, % at 12.5 µM | 0.43% of 310,000 active; in the data active = inhibition above about 50%;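 also: plate controls were vehicle with enzyme for no effect and no enzyme for full effect; many of its hits are not listed in these tables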
KCNQ1 pot = potentiates or activates the human KCNQ1 potassium channel. P51787. CHO-K1 KCNQ1, thallium flux FluxOR fluorescence; stronger effect = higher value. B-score at 10 µM. 0.35% of 310,000 active. AID 2648;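 active = fluorescence ratio B-score, a plate-corrected score, at least three library SD, with initial intensity B-score within 5 SD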
Target sequence (P51787 whole entry, looked up): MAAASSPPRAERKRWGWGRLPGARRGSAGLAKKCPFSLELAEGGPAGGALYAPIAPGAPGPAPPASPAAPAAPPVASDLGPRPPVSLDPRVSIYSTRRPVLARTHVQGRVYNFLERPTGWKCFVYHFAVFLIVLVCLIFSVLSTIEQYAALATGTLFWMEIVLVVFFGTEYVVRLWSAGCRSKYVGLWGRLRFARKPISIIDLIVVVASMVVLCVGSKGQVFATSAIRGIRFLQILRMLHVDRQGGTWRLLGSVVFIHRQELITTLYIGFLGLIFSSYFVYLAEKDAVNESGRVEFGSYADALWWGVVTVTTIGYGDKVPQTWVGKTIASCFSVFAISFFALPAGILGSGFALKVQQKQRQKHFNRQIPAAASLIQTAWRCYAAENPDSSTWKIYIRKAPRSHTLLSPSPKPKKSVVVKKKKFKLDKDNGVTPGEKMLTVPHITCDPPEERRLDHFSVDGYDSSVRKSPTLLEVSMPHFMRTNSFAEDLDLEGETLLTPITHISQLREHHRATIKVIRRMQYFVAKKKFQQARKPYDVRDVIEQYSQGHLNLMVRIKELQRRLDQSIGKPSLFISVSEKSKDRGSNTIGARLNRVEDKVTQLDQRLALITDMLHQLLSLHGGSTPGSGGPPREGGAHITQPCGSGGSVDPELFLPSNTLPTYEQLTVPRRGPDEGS
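Medium – assay buffer, equal DMSO in all wells · Material – CHO-K1 cell line with stable KCNQ1 potassium channel expression · Signal – kinetic FluxOR thallium fluorescence, 10-s 1-Hz baseline, 110-s post-stimulus read · Compound – single concentration per compound, DMSO matched to controls · Schedule – 37 °C overnight plating, 90-min dark dye load, 20-min compound pretreatment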
TMEM16A inh = blocks the mouse calcium-activated chloride channel TMEM16A | 1.2% of 310,000 active | Q8BHY3 | HEK293 TMEM16A/YFP iodide influx fluorescence, ionomycin | normalized B-score (activity score, 25-100; higher = stronger inhibition) at 10 µM;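 active = ratio plate-corrected score three or more library SD toward inhibition, starting fluorescence score within five deviations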;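 also: score derived from kinetic fluorescence span divided by baseline fluorescence per well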
KCNQ1 inh = human KCNQ1 channel inhibition; AID 2642; B-score at 10 µM; CHO-K1 KCNQ1, FluxOR thallium flux fluorescence; stronger effect = higher value; 1.3% of 310,000 active;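 active = compounds whose thallium flux B-score, printed positive for inhibition, exceeds three library SD while starting fluorescence stays within three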;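 also: channel opened by potassium depolarization with thallium stimulus after 20 min compound exposure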
ANO1 activ = activates or potentiates the mouse TMEM16A chloride channel; HEK293 TMEM16A/YFP-H148Q/I152L, iodide quench fluorescence; stronger effect = lower value; B-score at 10 µM; 0.3% of 340,000 active; AID 623877;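 active = fluorescence-ratio B-score plate-corrected deviation score at least 3 library SD below zero, with starting fluorescence score within 5 deviations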;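 also: channel opened by trigger with iodide after compound preincubation; score built on the fluorescence ratio of max minus min over baseline; more negative score means more quench and so TMEM16A activation or potentiation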
KCNK9 inh = inhibitors of human KCNK9 two-pore domain potassium channel. AID 488922. HEK293 KCNK9, FluxOR thallium flux fluorescence; stronger effect = lower value. B-score at 10 µM. 1.2% of 310,000 active;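 active = ratio B-score over 3 SD below the library mean, with starting fluorescence within 5 SD of its mean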;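 also: negative B-score means less thallium flux so channel inhibition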
TRPC4 PAM = allosteric potentiators of mouse TRPC4 channel | Q9QUQ5 | HEK293 TRPC4beta/mu-opioid, DAMGO EC20, Fluo-4 Ca2+ flux; stronger effect = higher value | AID 2227 | 0.42% of 310,000 active | B-score at 10 µM;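 active = B-score of calcium response area above 5 SD of library B-scores, with initial fluorescence ratio within 5 SD of library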;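 also: B-score of integrated fluorescence ratio over time as area under calcium response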
hERG rescue = compounds protecting human hERG from proarrhythmic drug block; CHO-hERG, FluxOR thallium flux, dofetilide IC70 present; activation (rescue from dofetilide block), less the hit threshold, % at 10 µM; 0.51% of 310,000 active;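 active = activation above the mean of controls blocked by dofetilide plus 5 SD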;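 also: thallium influx through hERG after potassium depolarization seen as dye fluorescence rise; in these data hits start at about 4.7%; inactives centre near -7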
HDAC3 inhib = human HDAC3 inhibition; O15379; AID 2718; recombinant HDAC3, fluorogenic peptide/trypsin coupled, fluorescence; 0.15% of 320,000 active; inhibition, % at 8.3 µM; in the data active = inhibition above about 26%, passing the limit was not always enough; inconclusive = no clear call, values can overlap the other calls
Numbers without * were called inactive; i = inactive; ? = inconclusive; nt = not tested or not shown. A portion of the library. The share of hits here may be higher or lower than overall.

No.	SMILES	KCNK3 inh	TRPC4 act	DYRK1A inh	KCNQ1 pot	TMEM16A inh	KCNQ1 inh	ANO1 activ	KCNK9 inh	TRPC4 PAM	hERG rescue	HDAC3 inhib
1	COc1cc(CN(C(=O)c2cccs2)C2CCS(=O)(=O)C2)cc(OC)c1OC (stereo not given)	i	i	-2	i	i	i	i	i	i	-6	nt
2	COc1ccc(C(=O)NC(=O)COC(=O)C2COc3ccccc3O2)cc1 (stereo not given)	i	i	-24	i	i	i	i	i	i	-8	-3
3	CC(C)Nc1ccc(C(CC(N)=O)NC(=O)c2ccc(Br)cc2)cc1[N+](=O)[O-] (stereo not given)	i	i	0	i	i	i	i	i	i	-8	0
4	COc1ccc(SCC(=O)Nc2ccc(N3CCN(C)CC3)c(F)c2)cc1	i	i	3	i	i	i	i	i	i	-1	nt
5	O=S1(=O)CCN(Cc2ccccn2)CC1	i	i	6	i	i	i	i	i	i	-6	7
6	COc1ccc(C)cc1NC(=O)CN1C(=O)c2cccc3cccc1c23	i	i	6	i	i	i	i	i	i	-5	-5
7	CCOc1ccc(S(=O)(=O)N2CCOCC2)cc1NC(=O)C1=COCCO1	i	i	-1	i	i	i	i	i	i	-5	-2
8	CC1(C)CC(=O)N(CC(=O)NCc2ccc(F)cc2)c2ccccc2S1(=O)=O	i	i	-2	i	i	i	i	i	i	-10	2
9	COCCCNC(=S)NNC(=O)c1cc(Cl)c(O)c(Cl)c1	i	i	3	i	i	i	i	i	i	-10	-4
10	COc1ccc(S(=O)(=O)c2c[nH]c(=S)[nH]c2=O)cc1Cl	i	i	4	i	i	i	i	i	i	-2	3
11	Cc1cccc(N2CCN(C(=O)CCC(=O)N3CCOc4ccc(Cl)cc43)CC2C)c1 (stereo not given)	i	i	10	i	i	i	i	i	i	-15	0
12	O=C(NCCCN1CCCC1=O)c1ccc2c(=O)n(-c3ccccc3F)c(=S)[nH]c2c1	i	i	nt	i	i	i	i	i	i	-11	-2
13	CC(NC(=O)c1ccc(Br)o1)C1CCCO1 (stereo not given)	i	i	1	i	i	i	i	i	i	-8	-5
14	CCCN1CCN(C(=O)C2CCN(S(=O)(=O)c3c(C)noc3/C=C/c3ccc(C)cc3)CC2)CC1	i	i	-10	i	i	i	i	i	i	-16	4
15	O=C1NC(c2ccc(Cl)c([N+](=O)[O-])c2)Nc2ccccc21 (stereo not given)	i	i	-4	i	i	i	i	i	i	-12	nt
16	CCOC(=O)c1ccc2c(c1)N(CC)C(=O)c1ccccc1S2	i	i	-2	i	i	i	i	i	i	-7	3
17	CSc1ccc(S(=O)(=O)NCC(=O)OCC(=O)N2CC(C)CC(C)C2)cc1[N+](=O)[O-] (stereo not given)	i	i	13	i	i	i	i	i	i	-10	0
18	O=C(OCCN1CCCCC1)c1cccc(Cl)c1	i	i	4	i	i	i	i	i	i	-5	7
19	CCCCNC(=O)c1ccc2c(SCC(=O)O)c3c(nc2c1)CCCC3	i	i	2	i	i	i	i	i	i	-10	nt
20	O=C(CN1CCN(Cc2ccccc2)CC1)Nc1ccc([N+](=O)[O-])cc1C(=O)Nc1ccccc1F	i	i	-3	i	i	i	i	i	i	-25	2
21	Cc1ccccc1-n1nnnc1SC(C)C(=O)NC1CCCc2ccccc21 (stereo not given)	i	i	3	i	i	i	i	i	i	-9	-1
22	Cc1ccc(S(=O)(=O)N(C)c2ccc(C(=O)Nc3cccnc3)cc2)cc1	i	i	5	i	i	i	i	i	i	-6	-6
23	Cc1ccc(S(=O)(=O)N(C)Cc2ccc(C(=O)N/N=C3\CC(=O)CC(C)(C)C3)cc2)cc1	i	i	-4	i	i	i	i	i	i	-7	4
24	CCOC(=O)CSc1nnc2c3ccccc3n(CC)c2n1	i	i	nt	i	i	i	i	i	i	-4	-11
25	COc1ccc(CCNC2CC(C)N(C)CC2C)cc1OC (stereo not given)	i	i	-2	i	i	i	i	i	i	-11	-1
26	NS(=O)(=O)c1ccc(NC(=O)CN2CCN(S(=O)(=O)/C=C/c3ccccc3)CC2)cc1	i	i	6	i	i	i	i	i	i	-12	nt
27	COCCNC(=O)c1ccc2c(=O)n(Cc3ccco3)c(SCC(=O)NC3CCCCC3)nc2c1	i	i	0	i	i	i	i	i	i	-4	1
28	Cc1ccc(C(=O)/C=C/c2ccc(-c3ccccc3[N+](=O)[O-])o2)cc1	i	i	6	i	i	i	i	i	i	-5	2
29	Cc1nc2c(c(=O)n1CCC1=CCCCC1)c1nc3ccccc3nc1n2/N=C/c1ccco1	i	i	-30	i	i	i	i	i	i	-20	8
30	C=CCn1c(SC(C)C(=O)NC2(C#N)CCCCC2)nnc1-c1ccc(OC)cc1 (stereo not given)	i	i	5	i	i	i	i	i	i	-18	0
31	CCCN(CC(=O)Nc1ccccc1C)C(=O)CC(NC(=O)c1ccccc1)c1ccccc1 (stereo not given)	i	i	nt	i	i	i	i	i	i	-7	0
32	CCc1nc(N)c(C#N)c(-c2ccc(O)c(OC)c2)c1C	i	i	-3	i	i	i	i	i	i	-11	-2
33	CCOC(=O)Cn1ncn(-c2ccc(OC(F)(F)F)cc2)c1=O	i	i	11	i	i	i	i	i	i	-3	-3
34	C/C(=N\NC(=O)c1c(C)nc2ccccn12)c1ccccc1F	i	i	-1	i	i	i	i	i	i	-13	2
35	CCOc1ccc(NCc2nnc(SCc3ccccc3Cl)n2-c2ccccc2)cc1	i	i	-4	i	i	i	i	i	i	-13	17
36	CCCCn1c(N)c(N(CC(C)C)C(=O)c2oc3ccc(OC)cc3c2C)c(=O)[nH]c1=O	i	i	29	i	i	i	i	i	i	-2	nt
37	Cc1ccccc1OCCn1c(=S)[nH]c2ccccc21	i	i	nt	i	i	i	i	i	i	-3	-6
38	CCOC(=O)C1(CCOc2ccccc2)CCN(Cc2ccc(OCC)c(CO)c2)CC1	i	i	nt	i	i	i	i	i	i	-13	5
39	Cc1cccc(NC(=O)c2sc3nc4c(c(-c5cccs5)c3c2N)CN(C)CC4)c1	i	i	2	i	i	i	i	i	i	-24	3
40	O=c1nc2cccc3c2=c(/c1=C(\O)c1ccccc1)c1ccccc1c3=O	i	i	-11	i	i	i	i	i	i	-5	5
41	Nn1c(SCc2cccc(Oc3ccccc3)c2)nnc1C(F)(F)F	i	i	6	i	i	i	i	i	i	-13	-6
42	Cn1c(CN2CCCCC2)nc2cc(NS(=O)(=O)c3ccc(F)cc3)ccc21	i	i	1	i	i	i	i	i	i	-2	-7
43	O=C(CCNc1ccc(F)cc1)c1cc2ccccc2o1	i	i	nt	i	i	i	i	i	i	-8	3
44	COc1ccc(CCn2c(-c3ccc(Cl)cc3)n[nH]c2=S)cc1OC	i	i	-5	i	i	i	i	i	i	-10	-5
45	COc1ccc2c(=O)c3c(=O)n(Cc4ccco4)c(-c4cc(OC)c(OC)c(OC)c4)nc3oc2c1	i	i	5	i	i	i	i	i	i	-8	0
46	CC(C)CNC(=O)COC(=O)c1ccc(F)cc1Cl	i	i	2	i	i	i	i	i	i	-4	-8
47	O=C(O)c1cccc(S(=O)(=O)Nc2ccc3oc(=O)sc3c2)c1	i	i	-7	i	i	i	i	i	i	-2	4
48	Nc1cc(=O)[nH]c(SCC(=O)c2ccc(F)cc2)n1	i	i	3	i	i	i	i	i	i	-3	2
49	O=C(Nc1nc(=S)ss1)c1c(F)cccc1F	i	i	8	i	i	i	i	i	i	2	8
50	O=C(Nc1cc(C(=O)Nc2ccccc2C(=O)O)cc(C(=O)Nc2ccccc2C(=O)O)c1)c1ccccc1	i	i	8	i	i	i	i	i	i	-10	-1
51	CCCN(Cc1ccccc1)C(=S)Nc1ccc(OC(F)F)cc1	i	i	3	i	i	i	i	i	i	-15	15
52	CCOc1ccc(CC(=O)Nc2ccc(S(=O)(=O)N3CCCC3)cc2)cc1	i	i	-1	i	i	i	i	i	i	-5	-4
53	COc1ccc(-c2n[nH]c(=S)n2-c2ccc(C)cc2)cc1OC	i	i	2	i	i	i	i	i	i	-10	-3
54	COCc1[nH]c(=S)c(C#N)cc1C(=O)OC	i	i	nt	i	i	i	i	i	i	-4	4
55	COC(=O)c1ccc(Oc2cc(C)nc(Cl)n2)cc1	i	i	22	i	i	i	i	i	i	-3	nt
56	O=C(NNC(=S)Nc1ccc(Br)cc1)c1ccc(N2CCOCC2)c([N+](=O)[O-])c1	i	i	-4	i	i	9*	i	i	i	-13	7
57	CCCCn1c(=O)[nH]c(=O)c2c1ncn2Cc1ccco1	i	i	-2	i	i	i	i	i	i	-5	4
58	COc1cc(OC)cc(-c2cc(N)n(S(=O)(=O)c3cccc4nsnc34)n2)c1	i	i	-3	i	i	i	i	i	i	-5	-1
59	Oc1ccc(Cl)cc1CNc1ccc(Br)cn1	i	i	-4	i	i	i	i	i	i	-13	5
60	O=C(COc1ccc(Cl)cc1)Nc1ccccc1C(=O)NCc1cccnc1	i	i	-6	i	i	i	i	i	i	-16	7

(listing goes on)
No.	SMILES	KCNK3 inh	TRPC4 act	DYRK1A inh	KCNQ1 pot	TMEM16A inh	KCNQ1 inh	ANO1 activ	KCNK9 inh	TRPC4 PAM	hERG rescue	HDAC3 inhib
61	NS(=O)(=O)c1ccc(CCNC(=O)CC(c2ccccc2)c2ccccc2)cc1	i	i	1	i	i	i	i	i	i	-8	2
62	N#Cc1ccccc1NC(=O)CSc1n[nH]c(-c2ccco2)n1	i	i	0	i	i	i	i	i	i	2	4
63	O=C(Cn1nnc2ccccc2c1=O)NCC1CCC(C(=O)O)CC1 (stereo not given)	i	i	-6	i	i	i	i	i	i	-2	nt
64	O=C(CSc1nnc(NC(=O)c2ccco2)s1)NCc1ccc2c(c1)OCO2	i	i	nt	i	i	i	i	i	i	-5	0
65	COC(=O)CCC(=O)NNC(=O)CCCOc1ccc(Cl)cc1Cl	i	i	-4	i	i	i	i	i	i	-9	?
66	Cc1ccc(-c2csc3ncnc(N4CCc5ccccc5C4)c23)cc1	i	i	-6	i	i	i	i	i	i	-13	0
67	COc1ccccc1NS(=O)(=O)c1cccc(C(=O)NN=C2CCCCCC2)c1	i	i	-5	i	i	i	i	i	i	1	-10
68	Cc1ccc(S(=O)(=O)NC(=O)c2ccc(Br)o2)cc1	i	i	-7	i	i	i	i	i	i	-7	-3
69	COc1ccc(C(=O)Nc2ccccc2C(=O)NCCCn2ccnc2)cc1	i	i	1	i	nt	i	i	i	i	-12	nt
